E-selectin induc: E-selectin induction in HUVECs, primary screen, imaging, HUVEC, immunofluorescence imaging, single point | 260,000 tested, 0.37% active | AID 686992, 2013 | P16581 | normalized: neutral wells 0, TNF-alpha wells 100 | activation, % at 7.58 µM;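 active means mean E-selectin-positive cell signal at least 10% of the positive control, reached in at least 60% of replicates, without over 20% cell loss; inconclusive means no rule given, readout overlaps actives, possibly toxicity-flagged; inactive means the rest, including those meeting only one limit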;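 further: in these data hits start at about 27%; measured in HUVEC primary endothelial cells; signal is the percent of cells scored E-selectin positive by PE staining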
Target sequence (P16581 whole entry, looked up): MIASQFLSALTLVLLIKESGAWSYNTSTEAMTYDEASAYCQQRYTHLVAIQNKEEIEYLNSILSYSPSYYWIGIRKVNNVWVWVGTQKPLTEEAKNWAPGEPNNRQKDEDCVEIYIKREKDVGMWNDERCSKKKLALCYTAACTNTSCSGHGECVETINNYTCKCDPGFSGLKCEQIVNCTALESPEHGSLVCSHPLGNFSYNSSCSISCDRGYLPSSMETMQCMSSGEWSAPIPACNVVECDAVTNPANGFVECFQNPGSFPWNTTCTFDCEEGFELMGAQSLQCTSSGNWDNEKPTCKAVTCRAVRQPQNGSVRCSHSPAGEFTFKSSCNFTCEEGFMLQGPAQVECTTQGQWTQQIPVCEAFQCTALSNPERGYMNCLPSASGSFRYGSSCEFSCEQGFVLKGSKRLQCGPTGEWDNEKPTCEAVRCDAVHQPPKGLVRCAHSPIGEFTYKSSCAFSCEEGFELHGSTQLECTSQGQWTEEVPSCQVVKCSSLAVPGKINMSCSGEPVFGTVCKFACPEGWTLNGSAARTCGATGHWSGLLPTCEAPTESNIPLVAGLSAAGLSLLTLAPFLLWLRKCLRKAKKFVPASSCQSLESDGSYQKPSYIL
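assay system = HUVEC, human umbilical vein endothelial cells | input = 3,000 HUVEC seeded per well | medium = EGM-2 growth medium on 0.1% gelatin-coated wells | dosing = one compound dose added by pin transfer | signal = immunofluorescence imaging | read-out basis = % PE-positive cells | control set = TNF-alpha, DMSO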
RAD52 anneal inh: RAD52 DNA annealing inhibitors, primary screen, biochemical, FRET, single point, set 2 | 360,000 tested, 0.46% active | recombinant RAD52 DNA annealing, FRET fluorescence | inhibition, % at 18.7 µM;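 active means every replicate showing at least 50% inhibition; inconclusive means mean inhibition at least 50% but not in every replicate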
Target sequence (P43351 whole entry, looked up): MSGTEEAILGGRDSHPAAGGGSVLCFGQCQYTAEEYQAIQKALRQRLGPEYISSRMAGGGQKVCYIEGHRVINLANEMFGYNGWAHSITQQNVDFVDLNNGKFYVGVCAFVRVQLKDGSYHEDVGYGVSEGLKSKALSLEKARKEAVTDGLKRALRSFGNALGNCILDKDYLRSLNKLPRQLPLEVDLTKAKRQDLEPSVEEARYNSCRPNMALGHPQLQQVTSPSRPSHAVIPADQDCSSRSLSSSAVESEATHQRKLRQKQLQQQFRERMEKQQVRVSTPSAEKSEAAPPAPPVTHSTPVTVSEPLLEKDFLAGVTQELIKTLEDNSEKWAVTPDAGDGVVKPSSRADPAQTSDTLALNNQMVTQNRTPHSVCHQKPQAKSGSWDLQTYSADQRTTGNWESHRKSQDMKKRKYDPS
Xi reactivation: activators of inactive X chromosome reactivation, primary screen, imaging, XiGFP fibroblasts, GFP high-content imaging, set 2. XiGFP mouse fibroblasts, % GFP-positive cells imaging, 3 d; cells co-treated with 5-aza-dC sensitizer; scaled so ellipticine positive control = 100%. activation, % at 7.58 µM. 360,000 tested, 0.055% active;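 active means mean normalized replicate activation at least 10% and every replicate at or above 10%; inconclusive means only one of the two criteria met; inactive means mean below 10% and not all replicates reach 10%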;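 further: 0% = median of on-plate neutral control wells and 100% = ellipticine 6 µM median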
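Material: XiGFP fibroblasts, SV40-immortalized. Buffer or medium: DMEM plus 5-aza-dC sensitizer. Compound: single concentration per compound, delivered by pin transfer. Times: 3 days compound exposure. Controls: ellipticine 6 µM.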
INS-1E GSIS act: GLuc luminescence reporter in INS-1E cells, primary screen for activators of glucose-dependent secretion of insulin. activation, % at 16.6 µM. INS-1E GLuc reporter insulin secretion, 2-3 h. 370,000 tested, 0.61% active. AID 743287, 2014;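 active means lowest replicate activation of at least 40%, so every replicate reaches that level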;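 further: 0% = median of neutral control wells and 100% = median of IBMX positive control wells; some compounds called inactive have numbers as strong as hits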
RAD54 inh: inhibitors of human RAD54 branch migration, primary screen, biochemical, fluorescence, single point. 360,000 tested, 0.14% active. DNA repair and recombination protein RAD54-like (Homo sapiens), Q92698. inhibition, % at 10.4 µM. RAD54 Holliday junction branch migration, FAM/BHQ fluorescence;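 active means mean normalized replicate activity at least 40 and at least half of replicates scoring 40 or more; inconclusive means only one of the two criteria met; inactive means mean below 40 and under half of replicates reaching 40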;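 further: 0% = median of neutral control wells and 100% = median of positive control wells; inhibitors cause a drop in the FAM fluorescence signal; in these data hits start at about 50%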
CFTR F508del cor: F508del CFTR correction, initial screen, CFBE line, single point | CFBE cells, YFP halide quenching; stimulated with forskolin plus potentiator P3; % fluorescence drop versus neutral controls | activity (quench increase), % at 7.58 µM | 350,000 tested, 0.36% active | AID 720511, 2013;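 active means mean added fluorescence quench of at least 8% versus neutral control, with both replicates also reaching 8%; inconclusive means only one of the mean or replicate conditions met; inactive means mean below 8% and not both replicates reaching 8%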;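 further: cells transiently co-express mutant CFTR-F508del with the halide-sensitive YFP; corrector assay measuring rescue of mutant channel to the surface after 24 h compound exposure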
DENV2 CPE rescue: inhibitors of DENV2 cytopathic effect, primary screen, cell-based, plate reader, single concentration; DENV2-infected cells, cytopathic effect rescue; 350,000 tested, 1.7% active; CPE inhibition, % at 9.99 µM; in the data active means CPE inhibition above about 20%, passing the limit was not always enough; inconclusive means no clear call, values can overlap the other calls; tested in BHK-21 cells;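 further: 0% = median of neutral control wells and 100% = median of positive control wells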
CASP6 VEID inh: human caspase-6 inhibitors, primary screen, biochemical, VEID-R110 fluorescence, single point, set 2; P55212; purified caspase-6, Z-VEID-R110 cleavage fluorescence; AID 686996, 2013; inhibition, % at 12.5 µM; 350,000 tested, 0.53% active;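 active means mean inhibition across replicates at least about 35%, with every replicate also reaching that limit, limit read from the data; inconclusive means only one of the two criteria met; inactive means neither criterion met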;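 further: 0% = median of neutral control wells and 100% = no fluorescence left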
* marks the source's active call; other numbers are inactive results; ? = inconclusive; / = not tested or not shown; & = joins results of further samples.

SMILES	E-selectin induc	RAD52 anneal inh	Xi reactivation	INS-1E GSIS act	RAD54 inh	CFTR F508del cor	DENV2 CPE rescue	CASP6 VEID inh
COc1ccc(COCCN2CCN(S(=O)(=O)c3ccc(C)cc3)CCC2=O)cc1	0.3	-7	0.2	8	/	2.2	79*	-2
Cc1cc(N2CCN(CC(C)(C)O)C[C@@H]2C)ccc1N1CCN(CC(C)(C)O)[C@@H](C)C1	0.0	-8	0.6	/	/	-7.6	7	-1
O=C(NCc1cccnc1)c1cc(C2CCCCN2C(=O)c2cccs2)on1 (stereo not drawn)	-0.3	-4	0.0	-3	-4	-3.0	0	-3
C[C@H]1CN([C@@H](C)CO)S(=O)(=O)c2ccc(C#CC3CCCC3)cc2O[C@H]1CN(C)C(=O)c1cccc(F)c1	1.2	/	-0.9	-9	/	3.4	/	/
Cc1nn(-c2ccncc2)c2c1C(=O)CC(C)(C)C2Br (stereo not drawn)	-1.5	-11	0.0	27	-9	-4.1	2	0
Cc1ccc(N2C(=O)C3C4C=CC(CNC(=S)N5CCN(c6cccc(C)c6)C(C)C5)(O4)C3C2=O)cc1 (stereo not drawn)	0.0	-8	3.7	-4	/	-13	-1	6
COc1ccc(S(=O)(=O)N(C)C[C@@H]2OCc3ccccc3-c3c(n(C)c4ccccc34)C(=O)N([C@@H](C)CO)C[C@H]2C)cc1	-0.5	13	-0.1	-38	-5	-2.1	8	1
COc1ccc(N2C(=O)CC(Sc3nc4c(cc3C#N)CCC4)C2=O)cc1 (stereo not drawn)	/	-16	0.0	-8	3	2.3	/	2
Cc1c(N2C(=O)/C(=C/C3CC=CCC3)SC2=S)c(=O)n(-c2ccccc2)n1C (stereo not drawn)	0.0	-40	0.0	2	-5	1.4	2	4
CC(C)NC(=O)N(C)C[C@H]1Oc2ccc(NC(=O)CCC(F)(F)F)cc2C(=O)N([C@H](C)CO)C[C@@H]1C	-0.1&0.2	10&-9&8	0.0&-1.1	-16&-7	0&2&-1	3.1&-4.4&-0.6	-1&3&6	-2&2&-1
CCC(C)N(C(=O)Cn1cnc2c1c(=O)n(C)c(=O)n2C)C1CCS(=O)(=O)C1 (stereo not drawn)	-0.9	-4	-0.8	21	-1	3.5	8	-2
O=C(Nc1ccc2c(c1)C(=O)OC2)c1ccc(Cl)cc1	/	-5	-0.1	-1	-4	1.4	-5	0
COCC(=O)Nc1ccc2c(c1)[C@H]1C[C@H](CC(=O)OC)O[C@H](CO)[C@H]1O2	-0.3	/	0.1	-7	1	-0.3	0	/
CCc1cc(C(N)=S)ccn1	0.1&1.3	-4&-9	0.0&-0.1	/	-1&8	-0.6&3.9	0&8	-3&6
COc1ccc(C2=NS(=O)(=O)N(C)C(C(=O)N3C(C)CCCC3C)=C2)cc1 (stereo not drawn)	-0.1	-6	-0.3	-21	2	3.5	-9	-4
N#C[C@@H]1[C@H](c2ccccc2-c2cccc(F)c2)[C@H](CO)N1C(=O)CN1CCOCC1	-0.1	-6	0.0	-1	/	2.4	3	-1
COC(=O)c1sccc1NS(=O)(=O)c1ccccc1[N+](=O)[O-]	2.1	-12	0.0	12	/	0.6	3	1
CCCc1cc(=O)oc2cc(C)cc(OC(=O)c3ccco3)c12	/	-5	/	3	/	0.2	-1	3
CC1CCN(S(=O)(=O)c2ccc3c(ccn3CC(=O)O)c2)CC1	/	-3	0.0	-1	9	-0.8	2	-4
COc1ccc(OC)c(NC(=O)COC(=O)c2c(C)noc2C)c1	/	-2	0.4	21	-8	-2.3	-1	0
Cn1nccc1NS(=O)(=O)c1ccc(NC(=O)C(F)(F)F)cc1	-0.2	-8	0.0	15	3	2.5	0	7
CCOc1ccc(-n2ccc(=O)c(C(=O)Nc3ccc(S(=O)(=O)Nc4nccs4)cc3)n2)cc1	/	-26	0.0	-2	3	-0.2	15	0
Cc1ccc2oc(C(=O)NCCCN3CCOCC3)c(C)c2c1	/	-6	0.3	36	1	-1.0	1	-3
CCOC(=O)c1ccc(N2CCN(C(=O)c3ccccc3)CC2)c(NC(=O)c2ccco2)c1	/	-7	0.1	-21	16	1.8	-3	4
COc1ccccc1CNC(=O)C[C@H]1C[C@@H]2c3cc(N(C)C)ccc3O[C@@H]2[C@H](CO)O1	0.0	-54	0.1	-1	11	1.5	-2	4
CCOC(=O)C1CCN(C(=O)c2cc(COc3ccc(F)cc3F)on2)CC1	-0.6	-12	0.0	25	7	0.9	-8	2
COC(=O)c1ccccc1OC(=O)c1cc2ccccc2oc1=O	0.9	8	0.0	-53	3	-0.1	5	-1
Cc1ccc(-c2nc3ncccc3o2)cc1NC(=O)c1cccs1	/	-27	-0.1	-1	/	-3.5	2	-2
O=C(c1ccc(N2CCCC2=O)cc1)N1CCN(c2ccccc2O)CC1	/	-2	-0.1	4	7	-2.2	10	-1
O=C(NCc1ccccc1)C(c1cccc2ccccc12)n1c(=O)c(-c2cc3ccccc3[nH]2)nc2ccccc21 (stereo not drawn)	0.2	-14	0.0	27	/	-2.7	-9	3
CCC(C(=O)OCC(=O)Nc1ccc(C(=O)Nc2ccc(OC)cc2)cc1)c1ccccc1 (stereo not drawn)	-1.3	-5	0.0	-5	/	1.0	3	2
CC(C)NC[C@H]1[C@@H](c2ccc(-c3ccccc3)cc2)[C@@H](CO)N1CC1CC1	0.2	-28	0.0	0	10	-2.7	2	4
Cc1c(C2(O)CCCCC2)[nH]c2cc(C(F)(F)F)ccc12	0.2	0	0.0	/	-8	0.7	/	5
C[C@@H]1CN([C@H](C)CO)C(=O)c2cc(NC(=O)Nc3cccc4ccccc34)ccc2O[C@H]1CN(C)C(=O)Nc1ccccc1	1.0	-11	-0.6	-5	-5	-4.4	?	-2
CCNC(=O)C1CCCN(C(=O)c2cc(C)oc2C)CC1 (stereo not drawn)	0.0	-5	0.0	8	-4	-0.3	-6	4
C[C@@H]1CCCCO[C@H](CN(C)CC2CCCCC2)[C@@H](C)CN([C@H](C)CO)C(=O)c2cc(NC(=O)Nc3ccccc3)ccc2O1	-0.3	-8	-0.1	8	1	-1.7	21*	-3
CN(CC(=O)NCC(=O)Nc1ccc(F)cc1)CC(=O)Nc1ccc(Cl)c(C(F)(F)F)c1	-0.2	-4	-0.1	-74	9	-0.8	2	1
CC(C)c1ccc(C2NC(C(=O)O)CS2)cc1 (stereo not drawn)	/	-11	/	13	-14	/	/	1
O=C(N[C@@H]1C=C[C@H](CC(=O)N2CCc3ccccc3C2)O[C@H]1CO)C1CCOCC1	0.2	12	-0.3	7	/	1.7	9	3
C[C@@H]1CN([C@@H](C)CO)C(=O)c2cc(N(C)C)ccc2O[C@@H](C)CCCCO[C@H]1CN(C)S(=O)(=O)c1ccccc1	0.3	/	0.2	-3	/	-1.3	/	/
CCCN(CC1CC1)C(=O)COc1ccccc1C(=O)NCc1ccccc1	/	-2	/	-12	-1	/	/	-1
CCOC(=O)c1cnc2nc(SCc3ccccc3Cl)[nH]n2c1=O	-0.2	-14	0.0	-4	-7	2.4	0	9
N=C1SCC(=O)N1c1ncc(Cc2cccc(Cl)c2)s1	-0.3	-7	0.1	15	-5	0.0	?	-6
C[C@H]1CN([C@@H](C)CO)C(=O)c2cc(C#CCN(C)C)cnc2O[C@H]1CN(C)C(=O)Cc1ccncc1	-0.1	-31	-1.8	21	1	-0.1	-6	0
Cc1cccc(NC(=S)NCCc2ccccc2)n1	/	-1	-0.1	12	/	0.0	9	0
CNC[C@@H]1Oc2ccc(NC(=O)Nc3cccc4ccccc34)cc2C(=O)N([C@@H](C)CO)C[C@@H]1C	/	-1	-0.6	-4	-1	-2.4	-8	-3
O=C(NCCCNc1ccc([N+](=O)[O-])cc1Cl)c1ccccc1F	-1.5	-9	0.0	-7	/	1.5	-2	-1
O=c1c2ccccc2ncn1Cc1ccccc1	/	-12	0.0	10	-3	1.9	8	-1
CC(C)(C)c1nc(NCCO)c2nnn(Cc3ccccc3)c2n1	/	3	0.0	17	1	-4.1	7	0
CCNC(=S)N(Cc1ccccc1)Cc1nc2ccccc2c(=O)[nH]1	/	-14	0.0	-11	4	0.3	0	4
COc1ccccc1C(CNC(=O)CNC(=O)c1ccccc1Cl)N1CCCC1 (stereo not drawn)	1.0	-14	0.7	/	-2	-1.3	4	-206
C[C@@H]1CN([C@H](C)CO)S(=O)(=O)c2ccc(C#Cc3ccc(F)cc3)cc2O[C@H]1CN(C)C(=O)NC1CCCC1	0.9	-7	-1.4	-14	4	1.0	-13	3
Nc1ccccc1SC/C=C/CSc1ccccc1N	1.0	-26	0.1	-22	-4	-2.2	?	-1
Cc1sc2nc(CSCC(=O)Nc3ccc(C(=O)N(C)C)cc3)[nH]c(=O)c2c1C	-1.5	-17	0.0	4	-10	2.7	9	3
NC(=O)c1ccccc1NC(=O)C(c1ccccc1)c1ccccc1	0.0	-9	0.1	/	/	-0.1	8	0
Cc1cc(C)cc(NC(=O)C2CCCN(c3nccc(C)n3)C2)c1 (stereo not drawn)	/	-10	/	-18	7	-1.1	8	-1
CC(C)C#Cc1cnc2c(c1)C(=O)N([C@@H](C)CO)C[C@@H](C)[C@H](CN(C)C(=O)Nc1cc(F)ccc1F)O2	0.7	0	-1.9	-9	-4	2.5	0	-3
S=C(NN=C1CCN(Cc2ccccc2)CC1)NC1CCCCC1	-0.1	-10	0.3	-6	-9	-0.2	-9	0
O=C(O)CCN=Cc1c(O)c2ccccc2oc1=O	/	-14	0.5	11	/	0.2	/	0
Cc1noc(C)c1NC(=O)Nc1ccc2c(c1)CC(=O)N([C@H](C)CO)C[C@H](C)[C@H](CN(C)Cc1ccncc1)O2	/	6	1.0	-10	0	-2.4	-10	0

New compounds follow
SMILES	E-selectin induc	RAD52 anneal inh	Xi reactivation	INS-1E GSIS act	RAD54 inh	CFTR F508del cor	DENV2 CPE rescue	CASP6 VEID inh
Cc1cc(C)cc(NC(=O)NNC(=O)c2cc3occc3[nH]2)c1	/	-20	0.0	-10	-8	-1.2	-4	4
Cc1cccc(Oc2ncnc(N)c2[N+](=O)[O-])c1C	-0.2	-3	0.0	26	-8	/	1	0
O=C(NCc1ccccc1)c1onc(CSc2ccc(Cl)cc2)c1C(=O)NCC1CC1	/	2	0.1	-7	10	-1.0	-12	0
O=C(NCCc1ccccc1)C(=O)NCC1OCCCN1S(=O)(=O)c1cc(F)ccc1F (stereo not drawn)	/	-45	0.5	-8	-2	-0.3	-3	1
COc1ccc(NC(=O)CSc2[nH]c(=O)cc(C)c2C#N)cc1OC	/	-6	/	15	-14	0.4	-3	1
Cc1ccc(C2=CC(C)(c3ccc(C)cc3)Nc3nc(C(F)(F)F)nn32)cc1 (stereo not drawn)	-0.2	-15	0.2	-5	1	4.5	/	7

Screening results (PubChem BioAssay)
